# DUSP3 inh – VHR1 phosphatase inhibitors, primary screen, biochemical, colorimetric, HTS | inhibition, % at 20 µM | 0.7% of 50,000 active | Dual specificity protein phosphatase 3 (Homo sapiens), P51452 | recombinant VHR phosphatase, colorimetric substrate read-out; in the data active = inhibition above about 60%; also: some results filed as inactive read as strong as hits
# Target sequence (P51452 whole entry, looked up): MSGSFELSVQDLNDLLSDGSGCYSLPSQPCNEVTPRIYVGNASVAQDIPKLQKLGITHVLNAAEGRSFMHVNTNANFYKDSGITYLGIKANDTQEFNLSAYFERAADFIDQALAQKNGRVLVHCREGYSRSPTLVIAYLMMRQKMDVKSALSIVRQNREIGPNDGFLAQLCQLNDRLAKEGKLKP
# * hit, by the source's call. A portion of the library, so the mix of outcomes need not match the whole.
SMILES,DUSP3 inh
CC(C)(C)c1ccc(-c2nnc(-c3ccc(Br)o3)o2)cc1,-52
O=C(/C=C/c1ccccc1Cl)Nc1cccc(F)c1,-12
N#CC1=C(SCC(=O)Nc2ccc(Br)cc2)NC(=O)CC1c1cccs1 (centres undefined),8
COc1cccc(NC(=O)CN(c2ccc(Cl)cc2)S(C)(=O)=O)c1,4
c1ccc(Nc2nc(-c3ccncc3)cs2)cc1,-20
COc1ccc(Cl)cc1NC(=O)CC(C)C,1
CC1(C)C(C=C(Cl)Cl)C1C(=O)Nc1cccc(C(=O)O)c1 (centres undefined),-13
O=C(NNC(=O)c1ccc(Cl)c([N+](=O)[O-])c1)c1ccccc1,-24
O=C(CC(c1ccccc1)c1cc(C(=O)N2CCOCC2)ccc1O)N1CCOCC1 (centres undefined),-12
Cc1ccccc1NC(=O)c1c(-c2cnc3ccccc3c2C(=O)Nc2ccccc2C)cnc2ccccc12,5
O=C(CN1CCCC1=O)NC1C2CC3CC(C2)CC1C3 (centres undefined),0
COc1ccc(-c2c(C)nn3c(-c4cccs4)cc(C(F)(F)F)nc23)cc1,-29
Cc1cc(C)c(OCCCCn2ccnc2)c(C)c1,34
COc1ccc(-c2nc(-c3ccc(NC(C)=O)cc3)[nH]c2-c2ccc(OC)cc2)cc1,-13
COc1cc(C=C2C(=O)NC(=S)NC2=O)ccc1OCc1ccc(Cl)cc1,2
O=C1CC(CC(=O)N/N=C/c2ccccc2[N+](=O)[O-])=NN1,15
Cc1cccc(C)c1N1CCN(c2c(C)cccc2C)CC1,-17
O=C(NCCOc1ccccc1)C(O)(c1ccc(F)cc1)c1ccc(F)cc1,-7
C=CCN1C(=O)C(Cc2cccc(C)c2)SC1=Nc1ccc(C(=O)O)cc1 (centres undefined),-3
O=C1c2cccc3cccc(c23)C(=O)N1CCN1CCN(S(=O)(=O)c2ccc3ccccc3c2)CC1,-41
CCN(C(C)=O)C1=C(O)c2ccccc2C(=O)C1=O,-11
CCN(C(=O)c1ccc(NC(C)=O)cc1)c1ccccc1C,4
CCCCOC(=O)c1ccc(NC(=O)C2CC(C)=C(C)CC2C(=O)O)cc1 (centres undefined),-8
COc1cc2c(cc1OC)C1=NNC(=O)C1=NC(C)(C)C2,-3
COc1ccc(C(NC(=O)c2cccc(C)c2)NC(=O)c2cccc(C)c2)cc1OC,-13

# Other compounds
SMILES,DUSP3 inh
CN1C(=O)C(=Cc2ccc(-c3ccc(Cl)c(Cl)c3)o2)C(=O)N(C)C1=O,-2
CCOC(=O)COc1c(C)cccc1C,-20
CC(C)CC(=O)N1CCN(Cc2ccccc2C(F)(F)F)CC1,6
COc1ccc(-c2nnc(-c3ccc(C)cc3)o2)cc1,-14
O=C(NCc1ccccc1)c1nn2c(c1Cl)NC(c1ccc(Cl)cc1)CC2C(F)(F)F (centres undefined),-28
Cc1ccc(OCC(=O)Nc2ccc(C)cc2[N+](=O)[O-])c(C)c1,-8
C(=N\n1cnnc1)/c1ccc(OC2CSC2)cc1,-34
COc1ccc(-n2nc3cc(C)c(NC(=O)c4ccccc4[N+](=O)[O-])cc3n2)cc1,-4
CC(C)(C)c1ccc(/C=C/C(=O)Nc2ccccc2C(N)=O)cc1,-9
O=C(CSCC(=O)Nc1ccc(F)c([N+](=O)[O-])c1)Nc1ccccc1,-1
N/C(=N\OC(=O)c1ccc(Cl)cc1)c1ccc(Br)cc1,-21
O=C(c1ccccc1)c1ccc(C(=O)N2CCOCC2)cc1,4
CCCCOc1ccc(NC(=O)c2ccncc2)cc1,18
Cc1ccc([N+](=O)[O-])cc1NC(=O)C1CC1(c1ccccc1)c1ccccc1 (centres undefined),-4
O=C1c2ccccc2NC(c2c(Cl)cccc2Cl)N1Cc1ccco1 (centres undefined),-6
O=C(/C=C/c1ccccc1)NC(=S)Nc1cccc(NC(=O)c2ccco2)c1,-5
CC1(C)CC(NC(=O)c2ccco2)CC(C)(CNC(=O)c2ccco2)C1 (centres undefined),-9
O=S(=O)(NCc1ccccc1Cl)c1ccc2ccccc2c1,-9
CC1CCN(C2=NC(=O)/C(=C/c3ccccc3)S2)CC1,16
COc1cc(C2CC(=O)NC(SCc3ccccc3)=C2C#N)cc(Br)c1O (centres undefined),14
Oc1ccc(/C=N/N=C/c2ccc(O)c(O)c2)cc1O,0
O=C(O)C1C2CCC(O2)C1C(=O)Nc1ccc2c(c1)OCO2 (centres undefined),1
CCOC(=O)C1=C(O)/C(=C/c2ccc(C(C)(C)C)cc2)N=C1C,18
Cc1c(C(=O)NCCCC(=O)O)c(-c2ccccc2)nn1-c1ccccc1,-27
O=C(c1cnn2c1NC(c1ccc3c(c1)OCO3)CC2C(F)(F)F)N1CCN(C(c2ccccc2)c2ccccc2)CC1 (centres undefined),16

# Additional compounds
SMILES,DUSP3 inh
COc1c(Cl)ccc(Cl)c1C(=O)NCCc1ccccc1,-8
O=C(O)C1C2C=CC(C3CC23)C1C(=O)Nc1cccc(Br)c1 (centres undefined),-17
COc1ccccc1C/C(N)=N/OC(=O)c1ccc(C)c([N+](=O)[O-])c1,-40
COc1ccc(NC(=O)COc2cccc(Cl)c2)c([N+](=O)[O-])c1,2
CCC(C(=O)Nc1cc(Cl)cc(Cl)c1)c1ccccc1 (centres undefined),5
CCN1C(=O)C(=Cc2ccc([N+](=O)[O-])o2)C(=O)N(CC)C1=S,15
COc1cc(N=Cc2c(O)n(-c3ccc(Cl)cc3)c(=O)[nH]c2=O)cc(OC)c1,-22
O=C1CC(c2ccccc2)CC(O)=C1C=NC1CCCC1 (centres undefined),-35
O=C(/C=C/c1cccc([N+](=O)[O-])c1)Nc1cccnc1,-2
CN1C(=O)/C(=C\c2ccc(-c3ccc(F)c(Cl)c3)o2)SC1=S,-2
O=C(/C=C/c1ccc(Cl)cc1)Nc1ccc(-c2nc3ccccc3s2)c(O)c1,-12
Cc1cc(C)nc(/N=C(/N)Nc2cccc(OCc3ccccc3)c2)n1,25
NNC(=O)CSc1nc2ccccc2n1Cc1ccccc1,12
COc1ccc(N2C(=O)CC(Sc3nccc(C)n3)C2=O)cc1 (centres undefined),-6
CC(=O)Nc1ccc(S(=O)(=O)N(c2cccnc2)S(=O)(=O)c2ccc(NC(C)=O)cc2)cc1,6
CC1(C)Cc2ccccc2-c2nc(NN)n(Cc3ccccc3)c(=O)c21,-2
CC(C)(C)c1ccc(S(=O)(=O)N2CCN(c3ccccc3)CC2)cc1,-29
Cc1ccc(C2/C(=C(\O)c3ccccc3)C(=O)C(=O)N2CCCC(=O)O)cc1 (centres undefined),33
Nc1c(C(=O)NCc2cccnc2)sc(=S)n1-c1ccccc1,91*
COc1ccc(N=C(Sc2nc3ccccc3s2)c2ccc([N+](=O)[O-])cc2[N+](=O)[O-])cc1,5
CC1CN(c2ccc(C(F)(F)F)cc2[N+](=O)[O-])CCN1S(C)(=O)=O (centres undefined),6
O=C(CCN1C(=O)S/C(=C/c2ccc(Cl)cc2)C1=O)N1CCOCC1,-11
CCOc1ccc(C(=O)COC(=O)c2ccccc2Br)cc1,-5
C=CCNC(=O)c1ccc(-c2ccc(Cl)cc2Cl)o1,-19
COc1cc(C2NC(=O)NC(C)=C2C(=O)OCc2ccc3c(c2)OCO3)cc(OC)c1OC (centres undefined),-8

# (cont.)
SMILES,DUSP3 inh
CC(C)Oc1cccc(-c2cc(C(=O)O)c3ccccc3n2)c1,-19
O=C(NC(=S)Nc1ccc(Cl)cc1)c1ccco1,-3
Cc1cc(C(=O)N/N=C/C=C/c2ccccc2)n[nH]1,1
Cc1ccc(N2C(=O)CC(N3CCC(C)CC3)C2=O)cc1 (centres undefined),-24
COc1ccc(C(=O)Nc2cc([N+](=O)[O-])ccc2C)cc1OC,-48
Cc1cccc(-n2c(O)c(C=Nc3ccccc3N)c(=O)[nH]c2=O)c1,4
CCN1CCCC1CNC(=O)c1cc(OC)c(OC)c(OC)c1 (centres undefined),-25
O=C(Oc1cccc2ccccc12)c1ccc(Cl)cc1Cl,-18
CCc1cc(C)cc(OCCOc2cccc(C=C3C(=O)NC(=S)NC3=O)c2)c1,20
Cc1ccc(C(O)c2nc3ccccc3n2C)cc1 (centres undefined),4
O=S(=O)(Nc1ccnc2ccccc12)c1ccccc1,-46
O=C(NNc1ccc([N+](=O)[O-])cc1)c1ccc(Cl)cc1Cl,-25
O=[N+]([O-])c1ccc(N(CC(O)CN2CCCCC2)S(=O)(=O)c2ccccc2)cc1 (centres undefined),-12
c1ccc(-c2[nH]nc(-c3cccnc3)c2-c2nc3ccccc3[nH]2)cc1,-1
Cc1cc(Cl)ccc1OCC(=O)NNC(=O)Cc1ccc(Cl)cc1,4
O=C(O)CCC(=O)NNc1nc(-c2ccccc2)c2cc(Br)ccc2n1,-1
CN1CCN(C(=O)c2nn3c(C(F)(F)F)cc(-c4ccc(Cl)cc4)nc3c2Cl)CC1,-8
Cc1cccc(NC(=O)c2ccc(C(=O)Nc3cccc(C)n3)cc2)n1,-18
O=C(c1ccco1)N1CCN(Cc2ccccc2Cl)CC1,-10
CCOC(=O)CSc1nc2sc3c(c2c(=O)n1CC)CC(C)(C)OC3,-14
O=C(c1cc(N2CCCCC2)c(F)cc1[N+](=O)[O-])N1CCCCC1,-7
O=C(N/N=C/C=C/c1ccccc1)c1cc(C2CC2)[nH]n1,0
OC(C#CCN1CCCCC1)(c1ccccc1)c1ccccc1,-5
CC(C)Cc1ccc(C(C)C(=O)Nc2cccc(O)c2)cc1 (centres undefined),-18
O=C(O)CCCNC(=O)/C(=C\c1ccc(Cl)cc1)NC(=O)c1ccccc1,-22

# A portion from the list above:
SMILES,DUSP3 inh
CC(C)Cc1ccc(C(C)C(=O)Nc2cccc(O)c2)cc1 (centres undefined),-18
O=C(O)CCCNC(=O)/C(=C\c1ccc(Cl)cc1)NC(=O)c1ccccc1,-22

# (further entries)
SMILES,DUSP3 inh
Cc1cc(C)cc(-n2c(O)c(/C=C3\C=Nc4ccccc43)c(=O)[nH]c2=O)c1,-14
CCOC(=O)c1cnn(-c2ncnc3sc(CC)cc23)c1N,9
CCOC(=O)C1CCN(C(=O)Nc2ccc(Cl)c(Cl)c2)CC1,8
CCOC(=O)c1c(-c2ccc(Cl)cc2)csc1NC(=O)COc1ccc(F)cc1,-4
O=[N+]([O-])c1cccc(NS(=O)(=O)c2cc(Cl)ccc2Cl)c1,-6
O=C(NNc1cccc(F)c1)C(O)(c1ccccc1)c1ccccc1,8
Fc1ccccc1-c1nnc2ccc3ccccc3n12,10
C/C(Cn1nnc([N+](=O)[O-])n1)=N/NC(=O)c1ccc(Cl)cc1,-26
O=C(Nc1ccccc1)c1ccccc1C(=O)N1CCCCC1,19
N#Cc1c(NC(=O)c2cc(S(=O)(=O)N3CCOCC3)c(Cl)cc2Cl)sc2c1CCCC2,5
COC(=O)CN(c1ccc(C)cc1)S(=O)(=O)c1ccc(SC)cc1,10
COc1c(I)cc(I)cc1/C=N/NC(=O)C1COc2ccccc2O1 (centres undefined),2
O=C(/C=C\c1ccccc1)Nc1ccc2c3c(cccc13)CC2,-3
Cc1ccc(-c2ccc(C=C3C(=O)N(C)C(=O)N(C)C3=O)o2)cc1[N+](=O)[O-],-20
CC(C)C(=O)Nc1ccc(NC(=O)c2ccco2)cc1,-2
CCCOc1cccc(C(=O)Nc2cc(C(=O)OC)cc(C(=O)OC)c2)c1,-18
COC(=O)c1cc(C(=O)Nc2ccc(C(C)=O)cc2)cc([N+](=O)[O-])c1,19
O=C1CSC(c2ccccc2)N1/N=C/c1ccccc1 (centres undefined),-13
COc1ccc(/C(N)=N/OC(=O)c2cccc(I)c2)cc1OC,-10
O=C(COc1ccc(Cl)cc1Br)NNC(=O)c1ccc(O)cc1,13
O=[N+]([O-])c1ccc(N=Cc2c[nH]c3ccccc23)cc1,-4
COC(C(=O)N1CCCCCC1)(c1ccccc1)c1ccccc1,-12
O=C(N/C(=C/c1cccc(Br)c1)C(=O)N1CCOCC1)c1ccccc1,11
COc1ccccc1CC(=O)Nc1cccc(C)c1C,-27
Cc1ccc(C(=O)CC2(O)C(=O)Nc3ccccc32)cc1 (centres undefined),-3

# (cont.)
SMILES,DUSP3 inh
CCOc1cccc2c1N(C(=O)Cc1ccccc1)C(C)(C)c1ssc(=S)c1-2,-6
CCOc1cc(OCC)cc(C(=O)Nc2cc3nn(-c4ccc(OC)cc4)nc3cc2C)c1,-11
O=C(O)CCC(=O)N1N=C(c2c(-c3ccccc3)c3cc(Cl)ccc3[nH]c2=O)CC1c1ccc([N+](=O)[O-])cc1 (centres undefined),-17
O=C(Nc1ccc(Cl)cc1)c1ccccc1[N+](=O)[O-],-12
O=C(c1ccc([N+](=O)[O-])cc1)N1CCN(C2CC3CCC2C3)CC1 (centres undefined),4
O=C(NNc1nc2ccccc2s1)c1ccc(Br)cc1,-26

# Of the compounds above, 14 contain fluorine.
SMILES,DUSP3 inh
O=C(/C=C/c1ccccc1Cl)Nc1cccc(F)c1,-12
COc1ccc(-c2c(C)nn3c(-c4cccs4)cc(C(F)(F)F)nc23)cc1,-29
O=C(NCCOc1ccccc1)C(O)(c1ccc(F)cc1)c1ccc(F)cc1,-7
CC(C)CC(=O)N1CCN(Cc2ccccc2C(F)(F)F)CC1,6
O=C(NCc1ccccc1)c1nn2c(c1Cl)NC(c1ccc(Cl)cc1)CC2C(F)(F)F (centres undefined),-28
O=C(CSCC(=O)Nc1ccc(F)c([N+](=O)[O-])c1)Nc1ccccc1,-1
O=C(c1cnn2c1NC(c1ccc3c(c1)OCO3)CC2C(F)(F)F)N1CCN(C(c2ccccc2)c2ccccc2)CC1 (centres undefined),16
CN1C(=O)/C(=C\c2ccc(-c3ccc(F)c(Cl)c3)o2)SC1=S,-2
CC1CN(c2ccc(C(F)(F)F)cc2[N+](=O)[O-])CCN1S(C)(=O)=O (centres undefined),6
CN1CCN(C(=O)c2nn3c(C(F)(F)F)cc(-c4ccc(Cl)cc4)nc3c2Cl)CC1,-8
O=C(c1cc(N2CCCCC2)c(F)cc1[N+](=O)[O-])N1CCCCC1,-7
CCOC(=O)c1c(-c2ccc(Cl)cc2)csc1NC(=O)COc1ccc(F)cc1,-4
O=C(NNc1cccc(F)c1)C(O)(c1ccccc1)c1ccccc1,8
Fc1ccccc1-c1nnc2ccc3ccccc3n12,10

# Screens (PubChem BioAssay)
